# Screening results from PubChem BioAssay.
# Rac1 GTP hydrolysis – MgcRacGAP GTPase-activating activity inhibitors, confirmation, biochemical, ADP Hunter fluorescence | MgcRacGAP-stimulated Rac1 GTP hydrolysis, ADP Hunter fluorescence; higher % means a stronger effect; GST-tagged Rac1 F28L mutant substrate | AID 624330, 2012 | inhibition, % at 30 µM, or IC50 in µM where a hit was titrated | 340,000 tested, 0.6% active | Rac GTPase-activating protein 1 (Homo sapiens);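 active = first-screen hits whose inhibition reached a set limit at any dose in the follow-up dose series; inconclusive = inhibition above the set first-screen limit but never retested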;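 also: fluorescence reports GDP produced by GAP-driven GTP hydrolysis; strong numbers were not always called active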
# * marks the source's active call; other numbers are inactive results; ? = inconclusive.
Rac1 GTP hydrolysis	SMILES
-1.5%	COc1ccc(NC(=O)N(C)C[C@H]2Oc3ccc(NS(=O)(=O)c4ccccc4)cc3C(=O)N([C@H](C)CO)C[C@@H]2C)cc1
31.8µM*	O=C(Cc1coc2cc(O)ccc12)NNC(=O)c1ccc(Br)s1
-3.1%	O=C(CCNC(=O)c1ccccc1Cl)NCc1ccco1
4.8%	CCOC(=O)c1c(C)[nH]c(C)c1C(=O)COC(=O)c1cccnc1SC
7.5%	COc1cc2ccc(C=O)cc2cc1OC
6.1%	Nc1cc(C(=O)OCC(=O)Nc2cccc(S(=O)(=O)N3CCOCC3)c2)ccc1Cl
10.0%	Cc1cc2c(cc1C)NC(C)CC(=O)N2 (centres undefined)
7.8%	CC(=O)c1ccc(NC(=O)CN2C(=O)NC(C)(c3ccc4c(c3)OCCO4)C2=O)cc1 (centres undefined)
24.1%	CN(C)c1ccc(/C=C/C(=O)c2ccc(O)cc2)cc1
-1.8%	CCN(CC)CCOCCn1c(C)ccc1C
1.9%	CCCc1nc(SCC(=O)c2ccc3c(c2)NC(=O)CO3)[nH]c(=O)c1CC
1.8%	Cc1cccc(C(=O)NCc2nnc(SCC(=O)N3CCN(c4ccccc4)CC3)n2C)c1
-5.3%	CC(=NNC(=S)N1CCN(C2CCCCCC2)CC1)c1ccccn1
1.4%	CCOC(=O)C1CC(CN2C(=O)c3ccccc3C2=O)OC1=O (centres undefined)
5.5%	O=C(CN(Cc1ccco1)C(=O)c1ccccc1F)Nc1ccccc1C(F)(F)F
1.7%	CN(C(=O)COC(=O)Cc1c(Cl)cccc1Cl)C1CCS(=O)(=O)C1 (centres undefined)
-0.9%	Cc1ccc(S(=O)(=O)N2CCCCC2)cc1NC(=O)c1cccs1
3.7%	COCC(=O)N(C)C[C@@H]1Oc2ncc(Br)cc2C(=O)N([C@@H](C)CO)C[C@H]1C
24.5%	COc1cc(O)c2c(=O)c3c(O)ccc(O)c3oc2c1
1.0%	Cc1ccsc1C(=O)Nc1cc(Cl)ccc1-n1cncn1
0.2%	COc1ccc(NC(=O)CN2C(=O)NC(C)(C3CC3)C2=O)c(OC)c1 (centres undefined)
0.7%	CN(CC(=O)Nc1ccc(Cl)c(C(F)(F)F)c1)C(=O)COC(=O)C1CC2CCCC(C1)C2=O (centres undefined)
4.7%	C=CC[C@@H](CC(=O)OC(C)(C)C)C(=O)OC[C@@H]1CCCN1C(=O)[C@@H](CC=C)CC(=O)N[C@@H](CO)Cc1ccccc1
1.6%	COc1ccc(C(CNC(=O)c2cccc(S(=O)(=O)N3CCCC3)c2)N2CCCC2)cc1 (centres undefined)

# Arranged by SMILES length (rising): part of the list above.
Rac1 GTP hydrolysis	SMILES
-1.8%	CCN(CC)CCOCCn1c(C)ccc1C
1.0%	Cc1ccsc1C(=O)Nc1cc(Cl)ccc1-n1cncn1
24.5%	COc1cc(O)c2c(=O)c3c(O)ccc(O)c3oc2c1

# Other compounds.
Rac1 GTP hydrolysis	SMILES
8.8%	Cc1ccc(C(=O)C(C)OC(=O)CNS(=O)(=O)c2ccc(C)cc2)cc1 (centres undefined)
5.5%	CC(=O)Nc1ccc(C(=O)Nc2cc(S(=O)(=O)N3CCOCC3)ccc2N2CCOCC2)cc1
16.0%	CCN(CC)C(=O)C1=C(C)N(Cc2ccc(C(C)(C)C)cc2)C(=O)C(CC(=O)NC2CC2)C1 (centres undefined)
16.6%	O=C(O)C1=NN(c2cc(Cl)c(S(=O)(=O)O)cc2Cl)C(=O)C1
6.5%	C[C@H](CO)N1C[C@H](C)[C@@H](CN(C)C)Oc2c(NC(=O)CCC(F)(F)F)cccc2C1=O
11.4%	C[C@H](NC(=O)c1ncn2c1c(=O)[nH]c1ccccc12)c1ccccc1
3.6%	C[C@@H]1CN([C@@H](C)CO)C(=O)c2cccc(NS(C)(=O)=O)c2O[C@H]1CN(C)CC1CCCCC1
0.5%	O=C(COc1ccc(Cl)cc1Br)OCC(=O)c1ccc[nH]1
-0.9%	CCN(CC(=O)Nc1c(F)cccc1F)C(=O)c1ccc(OCC(=O)N2CCOCC2)c(OC)c1
5.3%	COc1ccc(-c2c(C#Cc3ccsc3)c3cc(-c4ccc5[nH]ccc5c4)ccc3n2C)cc1
5.4%	CC(C)n1nc(C(=O)Nc2cccc(S(=O)(=O)N3CCOCC3)c2)c2ccccc2c1=O
4.9%	CCCCNc1c(-c2ccc(-c3ccc(C(C)=O)cc3)c(OC)c2)nc2cc(C)ccn12
4.5%	CC(=O)c1ccc(NC(=O)c2cnn3c(C(F)F)cc(C4CC4)nc23)cc1
23.8%	Cc1ccc(-n2ncc(-c3n[nH]c(=S)o3)c2N)cc1C
5.5%	O=C(OCC(=O)N1CCc2ccccc2C1)c1ccc(Cl)c([N+](=O)[O-])c1
3.4%	C[C@H]1CN(S(=O)C(C)(C)C)[C@H](CCO)/C1=C\c1ccccc1 (some centres undefined)
10.6%	CC(=O)N1CCOC12CCN(Cc1ccccc1)CC2
5.3%	C[C@H](CO)N1C[C@H](C)[C@@H](CN(C)CC2CC2)Oc2c(NC(=O)C3CC3)cccc2C1=O
3.0%	COc1cccc(NC(=O)CN(C)C(=O)CSCC(=O)Nc2ccc(C)cc2)c1
2.6%	N#Cc1c(N)[nH]c2ccc(Sc3ccccc3)cc12
4.4%	COc1cc(C2c3c(c(C)c(C)oc3=O)Oc3c(C)c(C)oc(=O)c32)ccc1OS(=O)(=O)c1ccc(C)cc1
6.2%	O=C(NN=Cc1ccccc1Cl)c1ccc(-n2cnnn2)cc1
8.1%	CCOc1ccc(Nc2ccc(S(=O)(=O)N3CCN(C)CC3)cc2[N+](=O)[O-])cc1OCC
1.1%	O=C(NCC(c1ccco1)N1CCCCC1)c1cccc(S(=O)(=O)Nc2ccc(F)cc2)c1 (centres undefined)
5.9%	Cc1ccc(OCCOC(=O)c2cc(S(=O)(=O)N3CCCCC3)ccc2N2CCOCC2)cc1
-5.3%	CN1CCC(n2[nH]c(-c3ccccc3)c(Cc3ccccc3)c2=O)CC1
2.0%	CN(CC(=O)Nc1cccc(F)c1)C(=O)c1cn(-c2ccccc2)nc1-c1ccc(Cl)cc1
2.0%	COc1cc(CN(C2CC2)S(=O)(=O)c2ccccc2Br)cc(OC)c1
1.2%	O=[N+]([O-])c1ccc(NCCNc2ccc([N+](=O)[O-])cc2)cc1
4.2%	CC1CCCN(S(=O)(=O)c2cccc(C(=O)NCc3ccco3)c2)C1 (centres undefined)
5.3%	CC(C)(C)OC(=O)n1cccc1/C=C1\c2ccccc2C(=O)N1c1ccccc1
-0.3%	CCCN(C(=O)CSc1ncccn1)C1CCS(=O)(=O)C1 (centres undefined)

# Exported as labelled records: entries from further up
COc1cc(CN(C2CC2)S(=O)(=O)c2ccccc2Br)cc(OC)c1
  Rac1 GTP hydrolysis: 2.0%

Cc1ccc(OCCOC(=O)c2cc(S(=O)(=O)N3CCCCC3)ccc2N2CCOCC2)cc1
  Rac1 GTP hydrolysis: 5.9%

# Later entries.
Rac1 GTP hydrolysis	SMILES
4.5%	O=C1Nc2ccccc2SC1=Cc1ccccc1
18.9%	Cc1cc(O)cc(O)c1/C=N/NC(=O)c1ccc2c(c1)OCCO2
3.5%	CC1CCc2c(ccc3ccccc23)C1=O (centres undefined)
0.1%	CCN(CC(=O)Nc1c(F)cccc1F)C(=O)C1CCN(S(=O)(=O)c2ccccc2C(=O)OC)CC1
4.5%	CCOC(=O)CCc1ccc(NC(=O)/C=C/c2ccc([N+](=O)[O-])o2)cc1
-9.3%	O=C(O)C1C2CCC(CC2)C1C(=O)O (centres undefined)
11.4%	NC(=O)C1CCN(c2nc(-c3ccccc3N)cs2)CC1
2.5%	CCN(CC(=O)Nc1ccccc1C(F)(F)F)C(=O)Cc1ccc2c(c1)CCC2
-8.7%	Cc1ccccc1CN1CCN(C(=O)c2ccc(S(=O)(=O)NCc3ccco3)cc2)CC1
6.1%	Cc1cccc(NC(=O)CN2CCN(C(=O)c3ccc(-c4nc5ccccc5s4)o3)CC2)c1C
5.4%	O=C(CCNC(=O)c1ccccc1)NNC(=O)c1ccccc1Br
3.2%	O=C(CCOc1ccccc1)Nc1ccc(Cl)c(S(=O)(=O)N2CCOCC2)c1
5.1%	CCN1C[C@@H]2[C@@H]3C(=O)N(C)C(=O)[C@@H]3[C@](Cc3ccccc3)(C1=O)N2C(=O)c1ccc(Cl)cc1
-5.9%	C=CCc1ccc(OCCOc2cccc(/C=N/n3cnnc3)c2)c(OC)c1
8.8%	CCCc1cc(=O)[nH]c(SCC(=O)Nc2c(C)n(C)n(-c3ccccc3)c2=O)n1
6.8%	O=C(Nc1ccc(-n2cnnn2)cc1)c1cccc(S(=O)(=O)N2CCCC2)c1
-4.1%	OC(c1ccccn1)C(O)c1ccccn1 (centres undefined)
10.6%	O=C(NOCc1ccccc1)c1cccc([N+](=O)[O-])c1
6.3%	CC(C)(C)OC(=O)C[C@H]1C/C=C\C[C@@H](CC(=O)NCCO)C(=O)NC[C@@H](c2ccccc2)OC1=O
13.2%	N#C/C(=C/c1ccc(-c2ccc(S(=O)(=O)N3CCOCC3)cc2)o1)C(=O)NC1CC1
1.3%	COc1ccc(S(=O)(=O)N2CCN(CC(=O)NCCc3cccs3)CC2)cc1
3.0%	N#Cc1nc(-c2cccc3ccccc23)oc1N
1.2%	Cc1ccc(C(=O)OCC(=O)NCc2ccccc2)cc1S(=O)(=O)N1CCCCC1
-1.5%	N#CCOc1ccccc1CNC[C@H]1O[C@@H](n2cnc(C(N)=O)n2)[C@H](O)[C@@H]1O
3.7%	COc1cc(C(=O)N2CCN(S(=O)(=O)c3ccc(C)cc3)CC2)ccc1OCC(=O)N1CCOCC1
1.9%	Cc1ccc(C(=O)NNC(=O)c2ccc(S(=O)(=O)N3CCCCC3)cc2)cc1
6.2%	CCCN(CC(=O)Nc1ccccc1OC)C(=O)CCC(=O)c1ccc(Cl)s1
4.9%	NC(=O)C1CCN(CC(=O)Nc2ccc3c(c2)OCO3)CC1
1.5%	COc1cc(Cl)c(C)cc1NC(=O)CN1C(=O)C2CC=CCC2C1=O (centres undefined)
-0.6%	O=C(/C=C/c1ccccc1)COC(=O)c1ccccc1
5.8%	COc1ccc(-n2cnnc2SCC(=O)NC2CCCCC2)cc1
10.2%	CCN1C(=O)[C@H]2[C@H]3CN=C(SCc4ccc(C(=O)OC)cc4)N3[C@@](C)(C(=O)OC)[C@H]2C1=O
11.2%	Cc1cc(C(=O)NN=Cc2ccc(OC(=O)c3ccco3)cc2)c(C)o1
8.5%	CC(=NNc1ccc([N+](=O)[O-])cn1)c1ccccc1
3.6%	CC(=O)C[C@@H](O)CC(=O)[C@@H]1OC(=O)CCCCC/C=C/Cc2ccccc21
-6.0%	COc1cc2c(cc1OC)CN(CC(=O)Nc1ccccc1C(=O)NC1CC1)CC2
0.2%	OCC1OCOC2C(CO)OCOC12 (centres undefined)
6.7%	O=C(COc1ccccc1Cl)Nc1ccc2[nH]c(=O)[nH]c2c1
3.6%	Cc1ccccc1C(=O)N1CCC(C(=O)Nc2ccc(C)c(S(=O)(=O)N3CCCCC3)c2)CC1
2.1%	COc1cc(NC(=O)COC(=O)c2[nH]c(C)c(C(C)=O)c2C)cc(OC)c1
9.5%	Cc1cccc(NC(=O)c2nc[nH]c2C(=O)Nc2ccccc2F)c1
34µM*	O=C(c1ccccc1)c1ccc(C(=O)N2CCN(c3ccc(O)cc3)CC2)cc1
3.4%	O=C(Nc1cccc(Cl)c1)c1nc[nH]c1C(=O)NCCCNC(=O)c1[nH]cnc1C(=O)Nc1cccc(Cl)c1
6.4%	Cc1ccccc1-c1nn(-c2ccccc2)cc1C(=O)NCC(c1ccco1)N1CCCC1 (centres undefined)
4.1%	C[C@H]1[C@H](C)CC[C@]2(C)CC[C@]3(C)C(=CC(=O)C4[C@@]5(C)CC[C@H](O)C(C)(C)C5CC[C@]43C)[C@H]12 (some centres undefined)
7.8%	COc1ccc2[nH]c3c(c2c1)CCN1C(=O)C(CC(=O)NCC24CC5CC(CC(C5)C2)C4)C[C@H](C(=O)N(C(C)C)C(C)C)[C@@]31C (some centres undefined)
2.1%	CC(=O)Nc1ccc(S(=O)(=O)N(C)CC(=O)OCC(=O)Nc2cc(C)on2)cc1
5.6%	CCN(CC(=O)Nc1cc(Cl)ccc1C)C(=O)CSCc1ccccc1
?	O=C1C(=Cc2ccco2)CCCC1=Cc1ccco1
3.0%	CC(C)C(NC(=O)c1ccccc1)C(=O)OCC(=O)N1CCN(c2ccccc2)CC1 (centres undefined)
4.0%	O=C(COC(=O)c1ccc2c(c1)OCO2)Nc1ccccc1F
5.5%	CCOc1ccccc1-n1nnnc1SCC(=O)NC(=O)Cc1ccccc1
9.5%	C=CS(=O)(=O)c1c2cc(OC)ccc2nc2ccc(OC)cc12
5.8%	CC1CCCC(NC(=O)CN2C(=O)NC(Cc3c[nH]c4ccccc34)C2=O)C1C (centres undefined)
7.6%	COc1ccc(S(=O)(=O)N2CCCCCC2)cc1C(=O)N(C)CC(=O)Nc1ccccc1C(F)(F)F
6.4%	CCCCCn1c(=O)[nH]c2cc(C(=O)NCCN3CCOCC3)ccc2c1=O
-1.5%	CC(=O)c1ccccc1NC(=O)CSc1nc2ccccc2c(=O)n1CCCN1CCOCC1

# Entries from the list above that have two or more sulfur atoms:
Rac1 GTP hydrolysis	SMILES
-0.9%	Cc1ccc(S(=O)(=O)N2CCCCC2)cc1NC(=O)c1cccs1
-0.3%	CCCN(C(=O)CSc1ncccn1)C1CCS(=O)(=O)C1 (centres undefined)
1.3%	COc1ccc(S(=O)(=O)N2CCN(CC(=O)NCCc3cccs3)CC2)cc1

# The list is partial, so the mix of outcomes need not match the whole.
